# tuberculosis growth: growth inhibition of non-replicating M. tuberculosis (AID 488890); one-dose inhibition, % at 25 µM; IC50 in µM for titrated hits; Mycobacterium tuberculosis non-replicating, growth inhibition; higher % means a stronger effect; 0.39% of 320,000 active; in the data active = a potency from the dose series; inconclusive = inhibition mostly from about 82% at the one dose, without a potency; inactive = the rest, 99 in 100 with inhibition below about 76%;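 also: plate controls were DMSO cells for no effect and high antibiotic wells for full effect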
# H37Rv inhibition: M. tuberculosis growth inhibition, HTS (AID 449762); 0.59% of 330,000 active; one-dose inhibition, % at 25 µM; IC50 in µM for titrated hits; M. tuberculosis H37Rv growth inhibition, 7H9 media; higher % means a stronger effect; in the data active = a potency from the dose series; inconclusive = inhibition above about 70% without an active follow-up result;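 also: bacterial growth assessed after seven days of incubation; strong numbers were not always called active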
# VEEV TC-83 Vero: inhibitors of VEEV TC-83 cytopathic effect, confirmation, Vero cells (AID 588727) | inhibition, % at 20 µM; hits with a dose series show IC50 in µM | Vero cells, VEEV TC-83 cytopathic effect inhibition; higher % means a stronger effect | 0.13% of 350,000 active; in the data active = a potency from the dose series; inconclusive = inhibition mostly from about 14% at the one dose, without a potency; inactive = the rest, 99 in 100 with inhibition below about 12%; also: strong numbers were not always called active
# H1N1 NS1A inhibition: NS1A inhibition, H1N1 influenza, cell based functional assay (AID 504329); inhibition, % at 12.5 µM; hits with a dose series show IC50 in µM; 0.3% of 340,000 active; NS1A functional cell-based assay, percent inhibition; higher % means a stronger effect; in the data active = a potency from the dose series; inconclusive = inhibition above about 27% without an active follow-up result; also: strong numbers were not always called active
# Salmonella PhoP GFP: Inhibition of PhoP regulon, Salmonella typhi GFP reporter cells, confirmation, 4 h (AID 1850); 0.33% of 310,000 active; Salmonella Typhi PhoP-promoter GFP reporter, fluorescence, 4 h; higher % means a stronger effect; inhibition, % at 50 µM, or IC50 in µM where a hit was titrated; in the data active = a potency from the dose series; inconclusive = inhibition mostly from about 25% at the one dose, without a potency; inactive = the rest, 99 in 100 with inhibition below about 19%;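 also: 0% = induced wells with vehicle and 100% = uninduced wells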
# VEEV TC-83 Vero 10K pilot screen: further read-out of VEEV TC-83 Vero, marked with its call; inhibition, %; measured here: 10K pilot screen inhibition
# Numbers without * were called inactive; i = inactive; ? = inconclusive; . = no result given.
SMILES,tuberculosis growth,H37Rv inhibition,VEEV TC-83 Vero,H1N1 NS1A inhibition,Salmonella PhoP GFP,others
CCOC(=O)CSc1nc2sc(C(=O)O)c(C)c2c(=O)[nH]1,.,-3%,0.2%,-3%,.,
S=C(Nc1ccccc1)N1CCN(C(=S)c2ccccc2)CC1,-10%,-3%,2.0%,.,17%,
COc1ccc(Br)cc1C(=O)Nc1nnn(C)n1,.,-7%,4.7%,-4%,-3%,
CC1CCN(C2CCN(S(=O)(=O)c3ccc(C(F)(F)F)cc3)CC2)CC1,?,-6%,i,-8%,5%,
CC(C)c1ccc(-c2nnc(N)s2)cc1,18%,-1%,0.3%,5%,-5%,
O=C(O)/C=C\C(=O)Nc1ccccc1C#Cc1ccccc1,?,1%,1.4%,0%,0%,
CS(=O)(=O)c1ccc2nc(NC(=O)CN3CCN(Cc4ccccc4)CC3)sc2c1,16%,5%,1.1%,-10%,-3%,
CCSc1ncnc2c1sc1nc(-c3ccco3)c3c(c12)CC(C)(C)OC3,38%,-9%,.,.,15%,
CCCn1c(N)c(C(=O)CN(C)CC(=O)Nc2c(Cl)cccc2Cl)c(=O)[nH]c1=O,-28%,-3%,1.7%,-10%,.,
O=C(Cc1ccc(Cl)cc1)NNC(=S)NC(=O)c1cccs1,?,63%,0.1%,-22%,12%,
CCOC(=O)Oc1ccc(/C=C2\N=C(C)OC2=O)cc1,.,-1%,i,21%,-10%,
Fc1cccc(NC(=S)NCCCN2CCOCC2)c1,-7%,-2%,0.7%,-10%,-2%,
c1cc2c(cc1CN1CCN(C3CCCCCC3)CC1)OCO2,-11%,10%,0.4%,-5%,10%,
CCc1cc2c(=O)c(-c3ccc4c(c3)OCCO4)coc2cc1OS(C)(=O)=O,61%,48%,?,0%,-4%,
O=Cc1ccc(N2N=C(c3ccccc3)CC2c2ccccc2)cc1 (stereo unspecified),19%,8%,0.9%,-31%,-8%,
OCC1(Cc2cccc(C(F)(F)F)c2)CCN(Cc2cc(F)cc(F)c2)CC1,47%,14%,i,6%,-1%,
CN1/C(=C\C(=O)Nc2ccc(F)cc2)C(C)(C)c2ccccc21,71%,?,0.9%,-2%,-1%,
CC(C)(C)Sc1ccc2nc3c(n2c1)CCCC3,9.3µM*,5%,i,-1%,-5%,
C[C@@H](NC(=O)[C@@H]1Cc2ccccc2CN1C(=O)OC(C)(C)C)C(=O)NCc1ccco1,4%,7%,1.1%,9%,-24%,
COc1ccc(C(=O)NNC(=O)C(=O)N2CCCCC2)cc1OC,11%,-6%,1.1%,-4%,0%,
CC(=O)Nc1ccc(NC(=O)C(C)OC(=O)c2c(C)nn(-c3ccccc3)c2Cl)cc1 (stereo unspecified),22%,-6%,9.7%,-4%,.,
C#CCOCCOCCOCCNc1nc(N2CCN(C(=O)C([C@@H](C)CC)n3cc(C(N)CC(C)C)nn3)CC2)nc(N2CCN(C(=O)[C@H](CCCCN)n3cc(C(N)COC(=O)C(F)(F)F)nn3)CC2)n1 (stereo partly specified),67%,56%,.,.,-24%,
CCOC(=O)c1c(NC(=O)c2ccc(N3C(=O)C4C5C=CC(C5)C4C3=O)cc2)sc2c1CCCC2 (stereo unspecified),-7%,-2%,i,-15%,16%,
COc1ccc(NS(=O)(=O)c2ccc3[nH]c(=O)[nH]c3c2)cc1OC,-5%,-3%,i,12%,6%,
COc1ccc2oc(=O)c(C(=O)Nc3ccccc3O)cc2c1,32%,-2%,10%,-32%,-9%,
COc1ccc(CNC(=O)C(CCSC)NC(=O)c2ccco2)cc1 (stereo unspecified),-9%,-12%,1.8%,2%,-7%,VEEV TC-83 Vero 10K pilot screen=1.1
CC1CCN(c2nc(-c3cccnc3)nc3scc(-c4ccccc4)c23)CC1,-5%,50%,3.0%,19%,-5%,
Cc1nn2c(NCCOCCO)c3c(nc2c1-c1ccccc1)CCC3,-6%,-2%,2.2%,-22%,-5%,
Cc1ccc(S(=O)(=O)Nn2cnnc2)cc1,4%,-3%,0.7%,-4%,0%,
O=C(NCc1ccc2c(c1)OCO2)C(=O)NC1CCCCC1,4%,6%,1.9%,-2%,0%,
COc1ccc(/C(C)=N/NC(=O)CNC(=O)c2ccncc2)cc1,-8%,1%,0.7%,10%,12%,
Cc1ccc(S(=O)(=O)Nc2nc3ccccc3nc2NCC2CCCO2)cc1 (stereo unspecified),6%,-12%,1.8%,-6%,1%,
COc1ccccc1Nc1ncc(C(=O)N2CCC(C(N)=O)CC2)c2ccccc12,-14%,-4%,7.5%,-11%,0%,
N#C/C(=C\c1ccc(-c2ccccc2Cl)o1)C(=O)Nc1nc2ccccc2s1,49%,1%,2.0%,1%,-10%,
COc1cc(NC(=O)c2ccc(Cl)cc2Cl)ccc1-c1cc2ccccc2oc1=O,-5%,8%,4.9%,1%,-2%,
CCN(CC)S(=O)(=O)c1cccc(C(=O)N[C@H](C(=O)NC2=NCCS2)C(C)C)c1,28%,3%,1.7%,-24%,.,
Cc1ccc(NC(=O)CN(C)C2CCCCC2)cc1Cl,.,-11%,0.1%,1%,17%,
C=CCn1cnc2c(nnn2Cc2ccc(F)cc2)c1=O,75%,-7%,3.4%,0%,6%,
Cc1ccc(C)c(SCC(=O)NC(=O)Nc2ccc3c(c2)OCCO3)c1,-3%,1%,1.9%,-4%,17%,
Cc1ccc(N/C=C/C(=O)c2cccs2)cc1,10%,-5%,0.4%,-8%,14%,
COc1cc(-c2ccc3c(=O)c4ccccc4n(C)c3c2)cc(OC)c1OC,38%,42%,7.7%,-22%,-16%,
O=C(O)[C@H](CO)Nc1ncnc2sc3c(c12)CCC3,-6%,-1%,0.6%,-6%,3%,
O=C(c1cccs1)N1CCC(Cc2ccccc2)CC1,12%,-8%,0.1%,-3%,-5%,
CN(C)C(=O)COC(=O)c1ccccc1Sc1ccccc1C#N,10%,6%,i,2%,-13%,
COc1ccc(NS(=O)(=O)c2ccc(O)c(NC(=O)c3cc4c(C)nn(-c5ccc(F)cc5)c4s3)c2)cc1,0%,?,4.2%,2%,-2%,
Cc1occc1C(=O)NNC(=O)Nc1ccc([N+](=O)[O-])cc1,2%,-4%,0.5%,16%,0%,
Cc1cc(NC(=O)CSc2ccnc(=O)[nH]2)no1,-10%,-4%,0.9%,-15%,7%,
Cc1nc2cccnc2nc1C,-15%,-6%,1.0%,0%,-4%,
O=[N+]([O-])c1ccc(Cl)c([N+](=O)[O-])c1,58%,?,9.8%,-13%,-16%,
COc1cc(C2NCC(c3ccc(Cl)cc3Cl)c3c2[nH]c2ccccc32)cc(OC)c1OC (stereo unspecified),27%,?,0.9%,4%,-6%,
C=CCNc1nc(C(=O)OCC)nc2ccccc12,4%,-5%,i,-2%,-3%,
COCCn1c(SCC(=O)Nc2ccc3c(c2)OCCO3)nnc1-c1c[nH]c2ccccc12,-4%,0%,i,9%,10%,VEEV TC-83 Vero 10K pilot screen=2.4
Cc1ccc(C)c(N(C)C(=O)COc2cc(=O)n(C)c3ccccc23)c1,-34%,1%,8.7%,0%,2%,
Cc1nc(Cc2ccccc2)sc1CC#N,.,.,i,1%,.,
O=C(CN(Cc1ccccc1C(F)(F)F)C(=O)CNC(=O)c1ccco1)NC1CCCC1,-3%,-8%,2.2%,1%,-13%,
CCc1nn(-c2cc(Oc3ccccc3)nc(-c3ccccc3)n2)c(N)c1C#N,-15%,2%,1.1%,-4%,7%,
CCCNC(=O)c1onc(CSc2ccc(F)c(F)c2)c1C(=O)NCCC,-5%,12%,.,.,8%,
COc1ccccc1N1CCN(c2nc3ccccc3nc2C(C#N)C(=O)OC(C)C)CC1 (stereo unspecified),76%,19%,9.0%,11%,2%,
CC(=O)N1c2ccc(S(=O)(=O)N3CCC(C(=O)NCc4ccc(F)cc4)CC3)cc2CC1C (stereo unspecified),4%,0%,1.5%,-11%,-4%,
COc1cc(C(=O)OCC(=O)Nc2ccc(C)cc2)cc(OC)c1OC,-21%,3%,i,-6%,-2%,
# New compounds follow
SMILES,tuberculosis growth,H37Rv inhibition,VEEV TC-83 Vero,H1N1 NS1A inhibition,Salmonella PhoP GFP,others
Cc1ccc(NC2CCCN(C(=O)CCCN3CCCCC3=O)C2)cc1C (stereo unspecified),12%,0%,3.8%,-4%,-7%,
CCc1ccc(Cn2nnc(C(=O)Nc3ccc(OC)cc3OC)c2N)cc1,31%,-1%,0.1%,14%,-4%,
Cc1csc(=O)n1CCC(=O)OCC(=O)NNC(=O)c1ccc(Br)cc1,-8%,1%,3.0%,4%,.,
CC(=O)c1ccc(Sc2ccc(C(C)=O)cc2)cc1,42%,2%,2.7%,-1%,-2%,
Cc1cccc(NC(=O)c2nc[nH]c2C(=O)N2CCN(C(=O)OC(C)(C)C)CC2)c1,?,32%,0.6%,-2%,.,VEEV TC-83 Vero 10K pilot screen=1.7
O=C(Nc1ccc(-c2nc3cccnc3s2)cc1)c1ccc(Cl)nc1,7%,7%,?,-35%,-3%,
CC1(C)CC2CC(C)(CN2C(=O)COC(=O)c2cccc([N+](=O)[O-])c2)C1 (stereo unspecified),51%,9%,2.0%,-16%,.,
Cc1nn(C(=O)c2ccco2)c(C)c1Sc1ccc(Cl)cc1,13%,3%,0.9%,-4%,0%,
CC(C)c1nnc(NC(=O)c2cccc(NC(=O)C(F)(F)F)c2)s1,-5%,-3%,1.1%,-1%,-7%,
Cc1onc(-c2ccccc2Cl)c1C(=O)Nc1cccc(S(=O)(=O)NC2=NCCC2)c1,10%,6%,10.0%,-1%,-5%,
COc1ccccc1/C=C/C(=O)Nc1ccc(N2CCOCC2)cc1,-2%,-11%,1.5%,2%,3%,
O=C(NNC(=O)C1CCN(Cc2ccc(Cl)c(Cl)c2)CC1)c1cccs1,10%,5%,3.4%,-7%,18%,
COc1ccc(C2NC(=O)c3sc(=S)n(-c4ccccc4)c3N2)cc1 (stereo unspecified),3%,-13%,2.2%,-4%,-31%,
COCCCNC(=O)c1ccc(-c2nc3ccccc3nc2-c2ccccc2)cc1,1%,1%,11%,.,5%,
CCOC(=O)c1c(C)nc2cc(C)ccn12,5.9µM*,-10%,1.3%,-15%,-6%,
O=C(NC1CCCC1)c1ccc2c(c1)S(=O)(=O)c1ccccc1C2=O,-8%,3%,0.3%,-12%,-1%,VEEV TC-83 Vero 10K pilot screen=3.2
CC(Cl)C(=O)NC(=O)NC12CC3CC(CC(C3)C1)C2 (stereo unspecified),?,?,2.9%,-4%,2%,
COc1ccc(/C=C/c2nc(-c3ccccc3O)n[nH]2)cc1,34%,?,5.9%,-2%,21%,
O=C(CC(=O)NC1CCCCC1)N/N=C/c1ccccc1F,?,7%,.,.,5%,
N#Cc1ccc(C2=CC(=O)C[C@H](c3ccc(Cl)cc3)C2)cc1,49%,45%,0.5%,14%,.,VEEV TC-83 Vero 10K pilot screen=3.9

# Gathered by group, the compounds so far with a COOH group (3)
SMILES,tuberculosis growth,H37Rv inhibition,VEEV TC-83 Vero,H1N1 NS1A inhibition,Salmonella PhoP GFP,others
CCOC(=O)CSc1nc2sc(C(=O)O)c(C)c2c(=O)[nH]1,.,-3%,0.2%,-3%,.,
O=C(O)/C=C\C(=O)Nc1ccccc1C#Cc1ccccc1,?,1%,1.4%,0%,0%,
O=C(O)[C@H](CO)Nc1ncnc2sc3c(c12)CCC3,-6%,-1%,0.6%,-6%,3%,

# Continued.
SMILES,tuberculosis growth,H37Rv inhibition,VEEV TC-83 Vero,H1N1 NS1A inhibition,Salmonella PhoP GFP,others
COCCN(C(=O)COC(=O)CCC(=O)c1cccs1)c1c(N)n(Cc2ccccc2)c(=O)[nH]c1=O,-1%,-13%,0.6%,-1%,7%,
CCN1CCN(c2nc3c(c(=O)n(C)c(=O)n3C)n2Cc2cccc3ccccc23)CC1,4%,3%,2.0%,4%,-14%,
CCOc1ccccc1-n1nnnc1SCC(=O)NC(=O)NCc1ccco1,31%,-3%,8.4%,10%,0%,
CCC(=O)N(Cc1cc2cc(C)c(C)cc2[nH]c1=O)C1CCCCC1,9%,-6%,12%,10%,10%,
COc1ccccc1NC(=O)Nc1nc(C(C)(C)C)cs1,11%,5%,3.2%,-1%,3%,
COc1cc(OC)c(C(=O)O/N=C(\N)c2ccc(C)cc2)cc1OC,22%,-2%,3.2%,-20%,-16%,
Cc1ccc(CSCC(=O)N(C)CC(=O)Nc2ccc(Br)cc2C)cc1,-7%,-4%,0.7%,0%,2%,
Cc1ccc(S(=O)(=O)Nc2ccc(S(=O)(=O)N3CCOCC3)cc2)cc1[N+](=O)[O-],5%,8%,1.4%,-7%,4%,
CC[n+]1c(C=C2C=C(C)OC(C)=C2)sc2ccccc21,.,.,7.5%,-1%,.,
